# Screening results deposited in PubChem by several laboratories.
# STAT1 blocker – reduces IFN-gamma driven STAT1 reporter signal | NIH 3T3 STAT1-luciferase reporter, luminescence | inhibition, % at 5.5 µM | actives 0.35% (n = 200,000) | AID 920;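 active means inhibition above a set limit, the mean inhibition across all tested compounds plus 3 SD, cut at about 34% in these data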;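 further: 0% = IFN-gamma with DMSO and 100% = IFN-gamma with 300 µM nifuroxazide; values of inactives mirror those of a sister screen read the other way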
# STAT1 activator – increases IFN-gamma driven STAT1 reporter signal; NIH 3T3 STAT1-luciferase reporter, luminescence; 100% = IFN-gamma alone, no compound; activation (% of control), % at 5.5 µM; actives 2.6% (n = 200,000); AID 932;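 active means activation above the screen-wide mean activation plus 3 SD, cut at about 130% in these data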;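 further: raw ratio to IFN-gamma control signal so 100% means no change and 0% no light; values of inactives mirror those of a sister screen read the other way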
# STAT3 blocker – STAT3 signaling inhibition | U3A cells, IL-6 STAT3-luciferase reporter, luminescence; host cell line lacks STAT1 | actives 0.89% (n = 190,000) | inhibition, % at 5.5 µM;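 active means inhibition above the mean inhibition across all screened compounds plus 3 SD, cut at about 44% in these data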;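 further: 0% = DMSO only wells and 100% = 100 µM nifuroxazide control wells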
# APP 5'UTR act – APP 5'UTR luciferase reporter activation. SH-SY5Y APP 5'UTR luciferase reporter, luminescence; zero percent = DMSO vehicle wells. activation, % at 2 µM. actives 1% (n = 190,000);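 active means activation above a set limit, based on mean plus 3 SD of controls, cut at about 140% in these data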; further: values of inactives mirror those of a sister screen read the other way
# ROMK mod – modulators of human ROMK potassium channel; B-score at 10 µM; P48048; actives 2% (n = 130,000); Tet-inducible ROMK, thallium flux fluorescence; actives lie on both sides;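 active means signal ratio slope over the read window, or its plate-corrected B-score, at least 3 SD from the plate mean, either direction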;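 further: B-score of the F/F0 ratio slope over 7 to 12 s after thallium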
# Target sequence (P48048 whole entry, looked up): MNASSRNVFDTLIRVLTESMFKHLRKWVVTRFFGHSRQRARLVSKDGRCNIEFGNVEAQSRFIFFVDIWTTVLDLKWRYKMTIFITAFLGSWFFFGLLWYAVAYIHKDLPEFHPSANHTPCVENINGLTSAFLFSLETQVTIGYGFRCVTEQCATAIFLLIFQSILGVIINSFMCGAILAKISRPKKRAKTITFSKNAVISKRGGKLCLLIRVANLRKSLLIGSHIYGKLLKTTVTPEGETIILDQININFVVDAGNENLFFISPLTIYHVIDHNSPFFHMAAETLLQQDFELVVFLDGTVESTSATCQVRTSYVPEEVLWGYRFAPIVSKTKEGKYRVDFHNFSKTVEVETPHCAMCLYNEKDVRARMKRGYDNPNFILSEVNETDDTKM
# STAT3 activator – increases IL-6 driven STAT3 reporter signal; AID 871; activation (% of control), % at 5.6 µM; actives 0.91% (n = 190,000); U3A cells, IL-6 STAT3-luciferase reporter, luminescence; 100% = signal with IL-6 EC80 alone;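 active means activation above the screen-wide mean of compound activation plus 3 SD, cut at about 130% in these data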;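 further: 0% = background luminescence of wells with medium and substrate only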
#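 Material: human U3A cells carrying STAT3-luciferase construct. Measured by: reporter luminescence signal. Timing: compound 1 h, then IL-6 6 h at 37 °C.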
# APP transl inh – APP translation inhibition; SH-SY5Y APP 5'UTR-luciferase reporter, luminescence; inhibition, % at 2 µM; actives 0.82% (n = 190,000);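 active means inhibition above a set limit, derived from the sample mean plus 3 SD, cut at about 45% in these data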; further: values of inactives mirror those of a sister screen read the other way
# FLuc stim CS – firefly luciferase counter-screen for stimulation assays; P08659; ATPlite luciferase biochemical, luminescence, 10 min; 0 = ATP-free wells, 1 = DMSO control; activation factor at 10 µM; 200,000 tested, under 10 active; AID 1027;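 active means luciferase activation factor, scaled between plate controls, of at least 2 with compound at 10 µM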
# Target sequence (P08659 whole entry, looked up): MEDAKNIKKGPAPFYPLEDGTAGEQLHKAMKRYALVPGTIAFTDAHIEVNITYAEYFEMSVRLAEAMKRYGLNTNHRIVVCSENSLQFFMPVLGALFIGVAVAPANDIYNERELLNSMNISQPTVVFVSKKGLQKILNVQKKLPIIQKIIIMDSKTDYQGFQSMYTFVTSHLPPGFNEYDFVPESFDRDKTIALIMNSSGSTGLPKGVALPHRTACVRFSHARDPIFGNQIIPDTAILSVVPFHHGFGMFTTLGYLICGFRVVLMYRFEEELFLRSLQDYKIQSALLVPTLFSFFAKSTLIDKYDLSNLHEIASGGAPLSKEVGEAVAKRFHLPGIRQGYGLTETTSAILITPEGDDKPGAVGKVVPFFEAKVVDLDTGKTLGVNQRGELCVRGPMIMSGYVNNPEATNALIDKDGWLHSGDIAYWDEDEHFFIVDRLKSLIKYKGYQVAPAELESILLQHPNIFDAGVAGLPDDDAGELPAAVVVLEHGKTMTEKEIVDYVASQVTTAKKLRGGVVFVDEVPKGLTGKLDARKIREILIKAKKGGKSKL
#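 Assay system: Luciferase/luciferin reagent mix; Medium: PBS as buffer for the ATP substrate; Dosing: test compounds dosed from 2 mM stocks in 100% DMSO; Times: 10 min, room temperature; Signal: luminescence from luciferase reaction; Read-out: luciferase activation; Controls: No-ATP low control, compound-free enzyme-plus-ATP high control.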
# NF-kB expr up – NF-kB expression increase, human neuronal cells; NF-kB reporter expression; active compounds read high; fold change at 12.5 µM; actives 1.6% (n = 190,000); in the data active means fold change above about 3.3
# FLuc inh counter – Photinus pyralis luciferase inhibition counter-screen | ATPLite firefly luciferase biochemical luminescence, 10 min | actives 1.5% (n = 200,000) | inhibition, % at 10 µM;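 active means inhibition above about 50% when tested at 10 µM, limit read from the data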
# An asterisk follows results filed as active; . = not tested or not shown. Outcome played no part in choosing rows; any-hit rate near 7.1%.
SMILES,STAT1 blocker,STAT1 activator,STAT3 blocker,APP 5'UTR act,ROMK mod,STAT3 activator,APP transl inh,FLuc stim CS,NF-kB expr up,FLuc inh counter
Cc1ccn(CCC(=O)N2CCCC(CCC(=O)NCc3ccc(F)c(F)c3)C2)n1 (configuration not stated),1,97,1,14,0.79,105,-14,1,1.4,2
CCOC(=O)c1c(C)oc2cc(Br)c(OC(C)C(=O)OCC)cc12 (configuration not stated),2,98,2,11,.,103,-11,1,1.7,-1
Cc1ccc(C(C)C)c(OCC(=O)NN=C2CCCC2)c1,7,95,0,7,-1,105,-7,1,1.1,3
CCCOC(=O)c1ccc(N2C(=O)c3ccccc3C2=O)cc1,5,96,16,-7,0.01,86,7,1,1.2,-3
Cc1ccc(C2C3=C(CCCC3=O)Nc3c2c(C)nn3-c2ccccn2)o1 (configuration not stated),6,95,15,6,0.3,88,-6,1,1.1,0
CC(Sc1ncc(C(F)(F)F)cc1Cl)C(=O)NCC1CCCO1 (configuration not stated),2,96,0,2,0.41,105,-2,1,0.99,-4
Fc1ccc(/C=N/N2CCOCC2)c(F)c1,-9,107,15,4,-0.52,93,-4,1,1,-1
CCC(=O)N(Cc1cc2ccccc2[nH]c1=O)c1ccc(OC)cc1,6,95,7,-4,-0.62,95,4,1,0.86,-2
Cc1c(Cc2ccc3c(c2)OCO3)sc(NC(=O)c2ccccc2)c1C(N)=O,0,100,2,-2,0.033,98,2,1,1.1,-2
COc1ccccc1N(CC(=O)NCCSC(C)(C)C)S(C)(=O)=O,5,95,8,35,.,98,-35,1,0.96,-2
CC(C)(C)C(=O)NCCCNc1ccc([N+](=O)[O-])cc1,-16,112,-1,12,-1.2,105,-12,1.1,1.2,-8
O=C(Nc1ccc(Cc2ccncc2)cc1)C1CCC(N2C(=O)C3C4C=CC(C4)C3C2=O)CC1 (configuration not stated),20,82,26,13,-0.38,76,-13,1.1,1.6,-6
Cc1nn(C)cc1/C=N/O,-10,110,-2,-7,-0.44,102,7,1.1,1.2,-7
Cc1ccc(-c2c(C#N)c(N)n(-c3ccccc3)c(=O)c2C#N)cc1,9,92,-1,20,0.58,107,-20,1,1.1,-2
Cn1c(Cn2cnc([N+](=O)[O-])n2)nnc1SCC(=O)Nc1ccccc1,5,96,-2,-1,0.02,105,1,1,1.1,-4
COc1ccc(C(CNC(=O)c2oc3ccc(Br)cc3c2C)N2CCCCC2)cc1 (configuration not stated),-2,100,-4,-6,-1.8,106,6,1,1.6,-5
COc1ccc2ccccc2c1C1CC(=O)N2CN(C)CSC2=C1C#N (configuration not stated),10,91,-10,1,.,112,-1,0.9,0.99,12
CCCCn1c(=O)[nH]c(=O)c2c1nc(-c1ccncc1)n2CCOC,-5,104,-13,-13,.,111,13,1.1,0.96,-8
Oc1ccc(Nc2nc(Cl)nc(NCc3ccco3)n2)cc1,4,96,-4,10,-1.7,101,-10,1.1,1,-8
CC(=O)N1CCc2cc(S(=O)(=O)CCC(=O)Nc3ccc4c(c3)OCCO4)ccc21,-5,105,3,20,0.08,100,-20,1,0.71,-4
Cn1c(CCc2ccccc2)nnc1SCC(=O)N1CCOCC1,8,94,3,16,.,99,-16,1,1.3,-4
COc1cc(OC)cc(C(=O)NC2CCN(Cc3nnnn3Cc3cccs3)CC2)c1,4,96,-4,6,0.34,102,-6,1.1,0.81,-8
c1ccc(Cn2nnnc2C(c2ccccn2)N2CCOCC2)cc1 (configuration not stated),1,99,2,-1,.,102,1,1.1,1.9,-9
O=c1nc2ccccc2c2n1CC(CN1CCN(c3ccc(F)cc3)CC1)N2 (configuration not stated),8,93,-9,7,.,110,-7,1.1,0.62,-7

# Five entries out of the list, ordered by molecular weight, low to high.
SMILES,STAT1 blocker,STAT1 activator,STAT3 blocker,APP 5'UTR act,ROMK mod,STAT3 activator,APP transl inh,FLuc stim CS,NF-kB expr up,FLuc inh counter
Oc1ccc(Nc2nc(Cl)nc(NCc3ccco3)n2)cc1,4,96,-4,10,-1.7,101,-10,1.1,1,-8
Cn1c(CCc2ccccc2)nnc1SCC(=O)N1CCOCC1,8,94,3,16,.,99,-16,1,1.3,-4
COc1ccc2ccccc2c1C1CC(=O)N2CN(C)CSC2=C1C#N (configuration not stated),10,91,-10,1,.,112,-1,0.9,0.99,12
CC(=O)N1CCc2cc(S(=O)(=O)CCC(=O)Nc3ccc4c(c3)OCCO4)ccc21,-5,105,3,20,0.08,100,-20,1,0.71,-4
COc1cc(OC)cc(C(=O)NC2CCN(Cc3nnnn3Cc3cccs3)CC2)c1,4,96,-4,6,0.34,102,-6,1.1,0.81,-8

# Three entries drawn at random from those above, as already listed:
SMILES,STAT1 blocker,STAT1 activator,STAT3 blocker,APP 5'UTR act,ROMK mod,STAT3 activator,APP transl inh,FLuc stim CS,NF-kB expr up,FLuc inh counter
Cn1c(Cn2cnc([N+](=O)[O-])n2)nnc1SCC(=O)Nc1ccccc1,5,96,-2,-1,0.02,105,1,1,1.1,-4
Cc1nn(C)cc1/C=N/O,-10,110,-2,-7,-0.44,102,7,1.1,1.2,-7
Cn1c(CCc2ccccc2)nnc1SCC(=O)N1CCOCC1,8,94,3,16,.,99,-16,1,1.3,-4

# The results go on:
SMILES,STAT1 blocker,STAT1 activator,STAT3 blocker,APP 5'UTR act,ROMK mod,STAT3 activator,APP transl inh,FLuc stim CS,NF-kB expr up,FLuc inh counter
CN(C)CCCNC(CC(=O)Nc1cccc([N+](=O)[O-])c1)C(=O)O (configuration not stated),4,98,-3,-7,-0.4,100,7,1,1.1,-2
CC(=O)n1cc(/C=N/NC(N)=S)c2ccccc21,-5,104,25,22,0.71,82,-22,1,1.1,-2
CC/C=C/C(=O)N1CC2(CC(c3cccc(NC(=O)c4ccccc4)c3)=NO2)C[C@@H]1C(N)=O (some centres not stated),-8,107,10,-7,-0.21,97,7,1.1,1.1,-6
CN(Cc1nc2ccccc2c(=O)[nH]1)c1ccccc1,1,100,-4,-10,0.022,101,10,1.1,1.3,-6
O=C(COC(=O)c1cc(S(=O)(=O)N2CCCCC2)ccc1N1CCOCC1)NC1CCCCC1,-5,105,4,11,.,105,-11,1.1,0.78,-7
N#Cc1c(-c2ccco2)nc(SCC(=O)Nc2ccc(S(N)(=O)=O)cc2)[nH]c1=O,8,92,-3,23,0.48,101,-23,1.1,0.87,-9
CCOC(=O)c1c(-c2ccc(C)c(C)c2)csc1NC(=O)C1CC=CCC1C(=O)O (configuration not stated),-1,100,4,2,0.15,94,-2,1,1,-4
O/N=C\c1cccn1-c1ccc(Br)cc1,0,100,10,-16,0.52,97,16,1,0.98,2
COc1cc2nc(=S)n3[nH]c(CCn4c(C)nc5ccccc54)nc3c2cc1OC,10,91,10,9,.,97,-9,1.1,0.45,-9
Cc1ccc(NC(=O)C2CCN(S(=O)(=O)c3cnc[nH]3)CC2)cc1C,-1,100,14,-2,0.6,95,2,1,1.2,-3
O=C1C(NS(=O)(=O)c2cccs2)=C(N2CCN(c3ccccc3)CC2)C(=O)c2ccccc21,-2,101,13,-4,-0.47,93,4,1,0.82,2
Cn1c(Cc2cccs2)nnc1SCc1nc2ccccc2[nH]1,11,88,1,18,-0.27,105,-18,1.1,0.96,-10
Cc1ccc(NC(=O)c2ccc(CSc3ncnc4nc[nH]c34)cc2)c(C)c1,4,96,25,13,.,81,-13,1,0.61,-2
CCOC(=O)C(CCCOc1ccc(C(C)CC)cc1)C(=O)OCC (configuration not stated),3,97,8,-3,-0.41,98,3,1.1,0.93,-7
CCCC[n+]1c(-c2ccc(Cl)cc2Cl)csc1Nc1ccccc1,-2,102,-13,-2,.,107,2,1,0.66,-3
O=C(Nc1ccc(C2CC2(Cl)Cl)cc1)c1ccccc1Br (configuration not stated),-10,109,8,43,.,94,-43,1,1.8,-1
CC1(C(=O)O)CCC(C(=O)N2CCOCC2)C1(C)C (configuration not stated),0,100,1,-10,0.54,102,10,1,1.1,-1
CSc1nc2c(c(=O)n1-c1ccc(F)cc1)SCC2,-1,101,3,2,.,100,-2,1.1,1.2,-10
O=C(NCc1cccs1)c1cc(-c2cccs2)on1,-42,138*,2,76,0.2,99,-76,1,2.3,2
N/C(=N\OC(=O)CCCOc1ccccc1)c1cccc(Br)c1,-1,100,11,12,1.5,96,-12,1,1.1,0
COc1cccc(/C=N/NC(=O)C(=O)Nc2ccccc2OC(F)(F)C(F)F)c1,2,98,4,-25,.,99,24,1.1,1.2,-8
CCn1cc(/C=N\NC(=O)c2ccc3c(c2)c(C)c(C)n3Cc2ccccc2)c(C)n1,-4,103,17,-16,-0.082,85,16,1.1,0.96,-6
COc1ccccc1COC(=O)Nc1c(C)nn(C)c1Cl,3,98,24,13,.,89,-13,1,1.4,-5
Cc1ccc(Cc2c(C)nc3nc(SCC(=O)NCCCN4CCOCC4)nn3c2C)cc1,5,95,12,2,-0.0073,94,-2,1,0.96,-1
Cc1cc(N2CCCc3ccccc32)n2ncnc2n1,3,98,3,2,.,97,-2,1,1.1,-4
CC(=O)c1c(C)[nH]c(C(=O)CSc2nnc(-c3ccc(Cl)cc3)n2CC2CCCO2)c1C (configuration not stated),8,92,-1,.,-0.035,99,.,1,0.7,-4
COc1ccc(CNC(=O)CCNS(=O)(=O)c2ccc(Cl)cc2)cc1,4,96,9,10,0.86,98,-10,1,1.2,2
Cn1nnnc1SCC(=O)Nc1ccc2c(c1)OCO2,-49,141*,4,-2,-0.82,100,2,1,1.9,-2
Cc1ccccc1CSCCNC(=O)c1ccccc1,0,100,5,8,0.16,99,-8,1,1.4,-2
O=C(Cc1ccc(S(=O)(=O)N2CCOCC2)s1)Nc1ccc(N2CCOCC2)cc1,0,99,-5,41,0.55,106,-40,1,0.67,2
CSCCC(NC(=O)c1ccccc1)C(=O)OCC(=O)c1ccc[nH]1 (configuration not stated),-8,107,2,-17,-0.035,96,17,1,1.1,-1
COc1ccc(CCNS(=O)(=O)c2ccc(S(=O)(=O)N3CCCC3)cc2)cc1OC,-5,104,6,-12,-0.56,98,12,1,0.76,-5
CCOc1ccc2ccccc2c1CNCCN1CCOCC1,-3,102,1,2,.,99,-2,1,7.7*,-4
O=C(COC(=O)c1ccc([N+](=O)[O-])o1)Nc1cccc(S(=O)(=O)N2CCOCC2)c1,7,93,-9,14,.,111,-14,1,1.1,-3
CCN1C(=O)/C(=C/N(C(C)=O)c2ccccc2)N(c2ccccc2)C1=S,5,99,-1,-2,-3.8*,101,2,1,1.3,0
COc1ccccc1CC(=O)Nc1ccc(F)cc1F,-5,105,8,0,-0.59,100,0,1,1.1,1
COc1ccc(CN(CC2CCCO2)C(=O)CN2C(=O)COc3ccccc32)cc1OC (configuration not stated),6,95,-7,-11,.,109,11,1,1.1,-4
Cc1ccc(OC(=O)C(F)(F)F)c2c1NCCC2,-1,101,2,5,.,102,-5,1.1,0.98,-6
COc1ccc([N+](=O)[O-])cc1NC(=O)CCC(=O)c1cccs1,1,99,6,-6,-0.16,99,6,1,1.1,-2
